Screening data deposited in PubChem BioAssay by several laboratories.
KOR beta-arrestin-1: kappa opioid receptor activators – cell-based, luminescence, uHTS, primary screen (AID 1777); KOR beta-arrestin recruitment, luminescence; higher % means a stronger effect; 0.02% of 280,000 active; activation, % at 10 µM; hits with a dose series show EC50 in µM; in the data active means activation above about 50%, passing the limit was not always enough; further: a part of the inactive calls stands beside numbers as strong as those of hits
HIV fusion peptide: inhibitors of HIV fusion peptide binding, primary screen, biochemical, uHTS, fluorescence dequenching (AID 1986) | cell-free peptide binding, fluorescence dequenching, 30 min; higher % means a stronger effect | one-dose inhibition, % at 20 µM; IC50 in µM for titrated hits | 0.3% of 290,000 active; in the data active means inhibition mostly above about 52%, no sharp cut-off; inactive means mostly below about 76%; further: some results filed as inactive read as strong as hits
NS5 inhibitors: flavivirus cap methylation enzyme inhibition – biochemical, confirmation dose response, primary screen (AID 588689) | Dengue-2 NS5 methyltransferase capping enzyme assay, biochemical; higher % means a stronger effect | inhibition, % at 25 µM, or IC50 in µM where a hit was titrated | 0.3% of 340,000 active; in the data active means a potency from the dose series; inconclusive means inhibition above about 29% without an active follow-up result
GPR55 beta-arrestin: GPR55 agonists via beta-arrestin recruitment, primary screen, imaging, U2OS cells, beta-arrestin-GFP redistribution (AID 1961). U2OS GPR55 beta-arrestin-GFP redistribution imaging; higher % means a stronger effect. one-dose activation, % at 10 µM; EC50 in µM for titrated hits. 0.048% of 290,000 active;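 active means activation above 40% with more than 50 cells counted in the well; inconclusive means wells holding fewer than 50 cells, flagged as toxic or sparse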;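 further: U2OS osteosarcoma cells stably expressing GPR55 and beta-arrestin-GFP; plate controls were DMSO negative control for no effect and LPI positive control for full effect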
GPR55 LPI antagonism: GPR55 antagonists blocking LPI-driven arrestin recruitment, primary screen, imaging, U2OS, beta-arrestin-GFP, LPI agonist (AID 2013); U2OS GPR55 beta-arrestin-GFP translocation imaging, LPI antagonism; higher % means a stronger effect; one-dose inhibition, % at 10 µM; IC50 in µM for titrated hits; 0.13% of 290,000 active;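 active means spots per cell inhibited over 60%, with over 100 cells counted and total cytoplasm intensity under 500,000; inconclusive means wells with under 100 cells, flagged as likely toxic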;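 further: U2OS cells stably carrying GPR55 and arrestin-GFP stimulated by 5 µM LPI near EC80; imaged beta-arrestin-GFP aggregate spots per cell after agonist stimulation; plate controls were LPI-stimulated DMSO wells for no effect and DMSO wells without LPI for full effect; some results filed as inactive read as strong as hits; confirmed hits need IC50 under 10 µM and bright autofluorescent wells are also inconclusive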
KOR beta-arrestin-2: kappa opioid receptor blockers – cell-based, luminescence, uHTS (AID 1778) | KOR beta-arrestin recruitment, luminescence, antagonist mode; higher % means a stronger effect | inhibition, % at 10 µM, or IC50 in µM where a hit was titrated | 0.091% of 290,000 active; in the data active means inhibition above about 50%; further: strong numbers were not always called active
GPR35 antagonists: inhibition of zaprinast-stimulated GPR35 beta-arrestin translocation – imaging, U2OS, beta-arrestin-GFP, zaprinast agonist, primary screen (AID 2058) | U2OS GPR35 beta-arrestin-GFP translocation imaging, zaprinast antagonism; higher % means a stronger effect | one-dose inhibition, % at 10 µM; IC50 in µM for titrated hits | 0.052% of 290,000 active;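 active means inhibition of at least 50% with at least 30 cells and total cytoplasm GFP at most 10,000,000; inconclusive means under 30 cells or total GFP of 10,000,000 plus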
NOD1 NF-kB reporter: NOD1 signaling inhibitors, primary screen, cell-based, luminescence, uHTS (AID 1578) | inhibition, % at 4 µM; hits with a dose series show EC50 in µM | NOD1-driven NF-kB luciferase reporter cells, luminescence; higher % means a stronger effect | 1% of 290,000 active; in the data active means inhibition mostly above about 36%, no sharp cut-off; inactive means mostly below about 34%;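 further: HEK-293T reporter cells stimulated with the NOD1 agonist gamma-tri-DAP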
West Nile virus CPE: West Nile virus antiviral activity, cell-based, CPE readout (AID 1621); CPE inhibition, % at 10 µM; hits with a dose series show IC50 in µM; West Nile virus-infected cells, CPE inhibition; higher % means a stronger effect; 0.02% of 290,000 active; in the data active means a potency from the dose series; inconclusive means CPE inhibition mostly from about 3.7% at the one dose, without a potency; inactive means the rest, 99 in 100 with CPE inhibition below about 2.2%; further: strong numbers were not always called active
NS5 inhibitors pilot replicate: second read-out of NS5 inhibitors, no call of its own (marks repeat the call); inhibition, %; measured here: pilot screen replicate inhibition
* marks the source's active call; other numbers are inactive results; ? = inconclusive; . = not tested or not shown; [ ] = remark or other dose.

SMILES	KOR beta-arrestin-1	HIV fusion peptide	NS5 inhibitors	GPR55 beta-arrestin	GPR55 LPI antagonism	KOR beta-arrestin-2	GPR35 antagonists	NOD1 NF-kB reporter	West Nile virus CPE	others
Cc1cc(C)c(S(=O)(=O)Nc2nnc(C3CCCCC3)s2)c(C)c1	-2.1%	30%	2%	-0.2%	0%	-2%	-8%	-9%	0.2%
O=c1oc2ccccc2c(Nc2cccc(O)c2)c1[N+](=O)[O-]	-1.7%	8.0%	-3%	-0.1%	14%	8%	-2%	13%	-0.2%
O=C(CN1C(=O)NC2(CCCC2)C1=O)NCC1CCCO1 (centres undefined)	-3.9%	-0.5%	-3%	0.4%	5%	10%	-7%	-15%	0.6%
O=C(Cc1ccccc1[N+](=O)[O-])NC1CCN(Cc2ccccc2)CC1	-2.4%	1.2%	-7%	0.2%	-17%	-27%[20 µM]	6%	-6%	-0.6%
CCC(=Nc1ccccc1OC)C1=C(O)CC(c2ccccc2)CC1=O (centres undefined)	5.5%	-2.8%	6%	1.8%	-26%	-29%	-7%	-24%	0.5%
CNC(=O)c1ccc(NC(=O)CC23CC4CC(CC(C4)C2)C3)cc1	43%	-0.9%	1%	-0.1%	3.1µM*	1%	-9%	58%	-1.8%
COc1ccc(/C=N/NC(=O)Cn2cnc3c2c(=O)n(C)c(=O)n3C)c(OC)c1OC	.	-0.5%	.	0.0%	-10%	.	-6%	3%	1.1%
CCc1ccc(NC(=O)C/C(C)=N/NC(=O)OCc2ccc(OC)cc2)cc1	2.0%	2.7%	-4%	-0.2%	6%	-20%	-16%	-38%	-0.7%
CCCCN(C)C(=O)c1cc2cc3ccc(OC)cc3nc2o1	0.4%	1.1%	0%	0.3%	0%	-6%	4%	-1%	-0.9%
CCCCC(=O)Nc1cccc(-c2nc3ncccc3o2)c1C	-2.7%	-1.0%	-3%	-0.2%	7%	14%	2%	-14%	-0.1%
CCOC(=O)c1sc2nc(SCC(=O)N(CC)CC)n(CCCN3CCCC3=O)c(=O)c2c1C	4.6%	-0.2%	1%	0.1%	-4%	21%	-1%	8%	-0.2%
CC(Sc1nnnn1C)C(=O)NC(=O)NC1CCCCC1 (centres undefined)	-4.5%	1.5%	-6%	0.2%	16%	-1%	-16%	-24%	0.1%
CCN1CCc2c(sc(NC(=O)c3ccc(S(=O)(=O)N4CCCCCC4)cc3)c2C(=O)NC)C1	-0.1%	4.6%	-13%	0.4%	20%	-4%	5%	-20%	-1.2%
CC(OC(=O)c1cccc(N2C(=O)c3ccccc3C2=O)c1)C(=O)Nc1ccc(N(C)C)cc1 (centres undefined)	-0.2%	-1.9%	13%	0.3%	6%	-7%	-12%	-29%	2.0%
C/C(N)=C(/C#N)C(=O)CSc1nc2cc(Cl)ccc2c(=O)n1-c1ccc(C)cc1	3.9%	9.2%	3%	0.2%	-10%	3%	3%	17%	-0.8%
COc1ccc(NC(=O)C2CC(c3c(F)cccc3Cl)=NO2)cc1 (centres undefined)	-3.1%	0.7%	.	-0.2%	-11%	4%[20 µM]	13%	-41%	-0.9%
COc1cc(NC(=O)c2cccc(Cl)c2)c(OC)cc1NC(=O)CN1CCOCC1	-4.5%	1.2%	0%	-0.2%	10%	14%	0%	-10%	1.4%
CC(NC(=O)CCN1N=C(c2ccccc2)CCC1=O)c1ccc2c(c1)OCCO2 (centres undefined)	-3.7%	-1.3%	.	0.5%	9%	10%	6%	-20%	1.8%
Cc1ccc(NC(=O)Cn2cc(C(F)(F)F)cc(Cl)c2=O)cc1Cl	-7.0%	-0.6%	3%	-0.1%	-2%	28%	-18%	-33%	-0.3%
CCCCn1c(=O)[nH]c(=O)c2c1ncn2Cc1ccco1	-9.0%	-0.1%	-9%	0.0%	-4%	-48%	-12%	6%	0.6%
O=C1c2ccccc2C(=O)N1CCN1CCOCC1	-0.7%	-3.8%	-9%	0.2%	-3%	2%	3%	-11%	1.5%
O=C(CSc1nnc(-c2ccccn2)n1Cc1ccco1)c1ccccc1	16%	4.8%	-3%	0.0%	6%	-2%	24%	16%	0.0%
COc1cccc(/C=C/C(=O)OCC(=O)NCCC2=CCCCC2)c1	3.3%	-0.8%	-1%	0.5%	16%	-12%	-7%	9%	-0.6%
COc1ccccc1NC(=O)CC1C(=O)Nc2ccccc2N1C(=O)c1ccccc1 (centres undefined)	-0.1%	2.2%	-9%	-0.3%	4%	0%	-11%	-24%	-0.8%
COCCN(C(=O)COC(=O)CCc1nc2ccccc2s1)c1c(N)n(Cc2ccccc2)c(=O)[nH]c1=O	16%	-0.5%	6%	-0.1%	3%	-21%	-5%	-13%	-0.5%

The list goes on; the last 4 above are carried over.
SMILES	KOR beta-arrestin-1	HIV fusion peptide	NS5 inhibitors	GPR55 beta-arrestin	GPR55 LPI antagonism	KOR beta-arrestin-2	GPR35 antagonists	NOD1 NF-kB reporter	West Nile virus CPE	others
O=C(CSc1nnc(-c2ccccn2)n1Cc1ccco1)c1ccccc1	16%	4.8%	-3%	0.0%	6%	-2%	24%	16%	0.0%
COc1cccc(/C=C/C(=O)OCC(=O)NCCC2=CCCCC2)c1	3.3%	-0.8%	-1%	0.5%	16%	-12%	-7%	9%	-0.6%
COc1ccccc1NC(=O)CC1C(=O)Nc2ccccc2N1C(=O)c1ccccc1 (centres undefined)	-0.1%	2.2%	-9%	-0.3%	4%	0%	-11%	-24%	-0.8%
COCCN(C(=O)COC(=O)CCc1nc2ccccc2s1)c1c(N)n(Cc2ccccc2)c(=O)[nH]c1=O	16%	-0.5%	6%	-0.1%	3%	-21%	-5%	-13%	-0.5%
O=C(CCc1cn(Cc2ccc(F)cc2)c2ccccc12)N1CCOCC1	-6.2%	1.5%	-2%	-0.1%	0%	17%	8%	-8%	-1.0%
CCOc1cccc(C2C(C#N)=C(N)Oc3cc(C)n(Cc4ccccn4)c(=O)c32)c1OCC (centres undefined)	-2.1%	0.1%	.	-0.1%	29%	0%	12%	-19%	0.2%
O=C(O)CC(Sc1n[nH]c(=S)s1)C(=O)O (centres undefined)	1.4%	3.5%	7%	-0.2%	0%	-23%	-10%	9%	3.1%
CCOC(=O)/C(=C\c1c[nH]c2ccccc12)NC(C)=O	-4.6%	-2.8%	14%	?	-4%	25%	-2%	-4%	0.1%
COc1cccc(/C=N/n2c(=S)n(C)c3cc(C)c(C)cc32)c1OC	2.1%	-0.5%	2%	-0.1%	22%	-28%	-4%	8%	-0.3%
COc1cccc(C2/C(=C(/O)c3ccc4c(c3)CC(C)O4)C(=O)C(=O)N2CC2CCCO2)c1 (centres undefined)	4.9%	0.7%	-4%	-0.1%	8%	-17%	-14%	-22%	-0.1%
COc1ccc(CNC(=O)COC(=O)[C@H](Cc2c[nH]c3ccccc23)NC(=O)c2cccs2)cc1	3.4%	-1.8%	-2%	-0.1%	12%	42%	37%	-17%	0.5%
COc1cccc(CNC2CCCc3ccccc32)c1OC (centres undefined)	-1.3%	3.2%	-2%	-0.3%	23%	9%	-3%	-8%	-0.4%
COc1ccc(S(=O)(=O)N(C)CC(=O)NCc2ccco2)cc1OC	4.3%	1.7%	14%	0.4%	-4%	-26%	1%	-4%	0.2%
Cc1ccc(CN2C(=O)CCC2C(=O)NCCN2CCOCC2)cc1 (centres undefined)	4.2%	-1.4%	6%	-0.3%	20%	-1%	-4%	13%	0.4%
Cc1ccc(CN(C(=O)c2cc3ccccc3oc2=O)C2CCS(=O)(=O)C2)cc1 (centres undefined)	3.6%	1.2%	-6%	0.2%	17%	-17%	-2%	-46%	-0.8%
CCC(=O)c1cc2c(C)cc(=O)oc2c(C)c1OC(C)=O	-0.1%	1.2%	-3%	-0.1%	19%	-28%	13%	15%	0.2%
Cn1sc(NC(=O)c2cccc(Cl)c2)nc1=O	3.5%	5.7%	3%	0.4%	0%	-1%	15%	-27%	0.4%	NS5 inhibitors pilot replicate=5.2
COc1ccc2nc(N=Nc3c(O)ccc4ccccc34)sc2c1	-2.5%	0.0%	.	-0.3%	-2%	14%	0%	18%	-0.1%
COc1cccc(C=Nc2cc(C)cc(C)c2)c1O	1.4%	1.2%	-12%	0.2%	2%	.	-14%	-26%	0.0%
CNC(=O)c1ccc(OCc2ccccc2)c(OC)c1	3.5%	-1.4%	-1%	-0.2%	-2%	9%	0%	-11%	0.2%
CC(=O)c1cccc(N(CC(=O)N2CCCC2)S(C)(=O)=O)c1	-3.6%	-1.9%	-3%	-0.1%	3%	54%	4%	-17%	-0.3%
CCOC(=O)c1c(NC(=O)c2nn(CC)cc2Br)sc(C)c1C	0.6%	1.8%	-3%	-0.1%	-13%	21%	-11%	.	-0.4%
COc1ccc(NC(=O)CC2C(=O)N(C)C(=S)N2Cc2ccc3c(c2)OCO3)cc1 (centres undefined)	5.9%	3.0%	-7%	-0.8%	10%	-46%	6%	-3%	-1.0%
Cc1c([N+](=O)[O-])c([N+](=O)[O-])nn1CC(=O)NCCc1ccccc1	-1.4%	-2.1%	-20%	-0.5%	6%	10%	12%	-1%	-0.7%
O=C(Nc1ccc(F)cc1)c1cccnn1	0.0%	0.8%	-3%	-0.1%	-24%	-37%	8%	-6%	0.2%
COc1ccc2c(c1)CC/C(=C/c1ccco1)C2=O	0.7%	44%	-8%	-0.1%	16%	8%	12%	-32%	-0.6%
CCN1CCN(C(=O)/C=C/c2cccc(Cl)c2)CC1	-2.2%	-0.4%	-1%	-0.2%	-2%	-10%	-9%	-22%	-0.8%
O=C(NCCCCCCNC(=O)c1cncc(O)c1)c1cncc(O)c1	-1.1%	-1.0%	2%	-0.1%	-3%	17%	1%	4%	0.1%
O[C@H]1COC2C1OC[C@@H]2O (some centres undefined)	2.0%	1.6%	-3%	-0.2%	-7%	-18%	-6%	-36%	0.8%

Filtered by structure, the entries above with a cyano group.
SMILES	KOR beta-arrestin-1	HIV fusion peptide	NS5 inhibitors	GPR55 beta-arrestin	GPR55 LPI antagonism	KOR beta-arrestin-2	GPR35 antagonists	NOD1 NF-kB reporter	West Nile virus CPE	others
C/C(N)=C(/C#N)C(=O)CSc1nc2cc(Cl)ccc2c(=O)n1-c1ccc(C)cc1	3.9%	9.2%	3%	0.2%	-10%	3%	3%	17%	-0.8%
CCOc1cccc(C2C(C#N)=C(N)Oc3cc(C)n(Cc4ccccn4)c(=O)c32)c1OCC (centres undefined)	-2.1%	0.1%	.	-0.1%	29%	0%	12%	-19%	0.2%

Only part of the results is shown. The share of hits here may be higher or lower than overall.
